Tn6 DDE FP – disrupts Tn6 cyclic peptide binding to fibrin D-Dimer-E complex; P02675; Fibrin DD(E) TRITC-Tn6 fluorescence polarization displacement; inhibition, % at 8.3 µM; 0.21% of 370,000 active;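 active means inhibition above a per-campaign cutoff: mean of compounds within control limits plus 3 SD, cut at about 15% in these data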;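 further: 0% = median of all compound wells on the plate and 100% = blocking peptide control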
ASAP1 GAP inh – inhibitors of human ASAP1 ArfGAP activity. Q9ULH1. ASAP1-stimulated ARF1 GTP hydrolysis, GDP FP detection. inhibition, % at 16.5 µM. 0.19% of 360,000 active; in the data active means inhibition above about 25%;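 further: 0% = vehicle with enzyme and substrate and 100% = no enzyme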
Target sequence (Q9ULH1 325-724 limits assumed): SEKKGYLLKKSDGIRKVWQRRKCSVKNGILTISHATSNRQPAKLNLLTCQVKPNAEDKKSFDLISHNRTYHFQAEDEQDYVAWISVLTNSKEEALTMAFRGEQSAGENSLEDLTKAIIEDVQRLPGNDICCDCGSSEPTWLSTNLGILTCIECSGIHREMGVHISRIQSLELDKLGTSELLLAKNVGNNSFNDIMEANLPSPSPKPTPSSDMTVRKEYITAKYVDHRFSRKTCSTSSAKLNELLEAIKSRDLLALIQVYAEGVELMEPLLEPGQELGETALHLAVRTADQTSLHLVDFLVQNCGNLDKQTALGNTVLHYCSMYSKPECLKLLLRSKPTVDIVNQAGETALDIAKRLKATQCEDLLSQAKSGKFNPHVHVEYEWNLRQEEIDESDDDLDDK
Tn7 DDE FP – disrupts Tn7 cyclic peptide binding to fibrin D-Dimer-E complex; P02675; FP displacement of FITC-Tn7 peptide from fibrin DD(E); 0% = median of compound wells per plate; inhibition, % at 8.3 µM; 0.13% of 370,000 active; AID 720508;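 active means inhibition above the mean of compounds falling within the control limits plus 3 SD of them, cut at about 14% in these data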;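 further: 0% = plate median of compound wells and 100% = 10 µM Aha-Tn7 peptide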
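Assay system: human fibrin DD(E). Input: DD(E) 2 µM final. Medium: Tris buffer with calcium and detergent, pH 7.8. Compound dosing: single point at 8.3 µM. Timing: 10 min plus 3 h, room temperature. Technique: fluorescence polarization of the labelled Tn7 tracer. Read-out: percent inhibition. Replicates: singlicate testing.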
TDP2 absorb – TDP2 (human) inhibition, absorbance primary screen; O95551; recombinant TDP2, T5PNP hydrolysis, p-nitrophenol absorbance 415 nm; inhibition, % at 12.8 µM; 0.34% of 370,000 active; AID 720702;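 active means inhibition above the mean of all tested compounds plus 3 SD, set per campaign, cut at about 25% in these data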;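 further: 0% = DMSO with enzyme and 100% = buffer with substrate but no TDP2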
Target sequence (O95551 whole entry, looked up): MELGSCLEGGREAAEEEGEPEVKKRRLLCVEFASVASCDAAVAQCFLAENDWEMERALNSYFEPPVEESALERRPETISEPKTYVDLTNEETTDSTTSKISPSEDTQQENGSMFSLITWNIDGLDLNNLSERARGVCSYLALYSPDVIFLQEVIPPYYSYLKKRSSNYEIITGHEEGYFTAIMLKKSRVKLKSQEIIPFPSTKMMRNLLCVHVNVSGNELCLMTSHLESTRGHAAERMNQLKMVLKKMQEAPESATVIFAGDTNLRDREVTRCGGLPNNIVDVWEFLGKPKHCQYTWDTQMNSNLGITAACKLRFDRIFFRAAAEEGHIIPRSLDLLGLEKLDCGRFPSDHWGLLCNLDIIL
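Incubation: 2 h at 37 °C; Test system: recombinant human TDP2; Quantity: enzyme 120 nM; Read-out basis: percent inhibition; Medium: 50 mM Tris-HCl pH 7.5 with Mg2+, KCl, DTT, BSA; Repeats: single replicate; Compound: 12.8 µM single point, 1% DMSO; Signal: epi absorbance; Reagent: 5 mM T5PNP chromogenic substrate; Benchmarks: no-enzyme high, DMSO-plus-enzyme low.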
PLCb3 inh – blocks human PLC-beta3 enzyme activity; Purified PLC-beta3, fluorogenic substrate, fluorescence; inhibition, % at 12.2 µM; 0.18% of 370,000 active; in the data active means inhibition above about 11%;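 further: 0% = median of compound wells on plate and 100% = full blocker control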
ADAM10 inh – inhibits human ADAM10 | O14672 | 0.62% of 370,000 active | recombinant ADAM10, EDANS/DABCYL FRET peptide cleavage, 3 h | inhibition, % at 7 µM;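 active means inhibition above a per-campaign cutoff equal to the mean of compounds falling between control-based bounds plus 3 SD, cut at about 20% in these data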;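 further: 0% = DMSO wells while the 100% control is not disclosed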
SIAE inh – blocks human sialic acid acetylesterase. SIAE FP-Rh probe binding, fluorescence polarization. inhibition, % at 9.66 µM. 0.69% of 370,000 active. AID 1053197;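 active means inhibition above a cutoff: mean of compounds within the control limits plus 3 SD of those, cut at about 17% in these data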;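 further: 0% = plate median of compound wells and 100% = probe without SIAE protein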
ARFGAP1 inhibitor – inhibits rat ARF GTPase activating protein 1; inhibition, % at 16.5 µM; Arfgap1-stimulated ARF1 GTP hydrolysis, GDP FP detection; Q62848; 0.26% of 360,000 active;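 active means inhibition above a per-plate limit, mean inhibition of low control wells plus 3 SD, cut at about 25% in these data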;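 further: 0% = DMSO wells with enzyme and 100% = wells lacking Arfgap1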
Target sequence (Q62848 1-136 limits assumed): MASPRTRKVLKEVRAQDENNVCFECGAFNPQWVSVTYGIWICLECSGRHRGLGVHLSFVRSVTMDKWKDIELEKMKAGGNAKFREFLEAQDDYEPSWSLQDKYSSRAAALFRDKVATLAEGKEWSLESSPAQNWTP
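Repeats: one replicate per compound; assay system: rat Arfgap1 catalytic domain, aa 1-136; times: enzyme reaction 120 min at 25 °C after 20 min preincubation; detection: FP of antibody-bound GDP Alexa 633 tracer, ex 620/em 688 nm; benchmarks: high control wells lacking Arfgap1, low control full reaction with DMSO; reagent: human ARF1(Δ1-17)-GTP substrate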
PLCg1 inh – blocks human PLC-gamma1 enzyme activity. P19174. purified PLC-gamma1, fluorogenic substrate, fluorescence. inhibition, % at 12.2 µM. 0.84% of 370,000 active; in the data active means inhibition above about 9.5%
ADAM17 inh – ADAM17 inhibition, QFRET primary screen | P78536 | inhibition, % at 6.95 µM | recombinant ADAM17, EDANS/DABCYL FRET peptide cleavage | 0.83% of 370,000 active | AID 720648;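 active means inhibition above the mean of compounds lying between control limits plus 3 SD, set per campaign, cut at about 8.5% in these data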;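 further: 0% = DMSO-only wells as the low control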
Starred values were filed as active, the others as inactive; i = inactive; · = not tested or not shown.

item	compound	Tn6 DDE FP	ASAP1 GAP inh	Tn7 DDE FP	TDP2 absorb	PLCb3 inh	ADAM10 inh	SIAE inh	ARFGAP1 inhibitor	PLCg1 inh	ADAM17 inh
1	Cc1ccc(NC(=S)NNC(=O)c2cccc([N+](=O)[O-])c2)cc1Cl	-11.0	-3.0	-1.0	-19.8	-1.2	18.0	5.3	17.7	6.8	2.7
2	Cc1ccc(/C=N/NC(=O)c2ccncc2)cc1	-3.9	-6.3	0.3	22.4	-8.2	-4.6	1.4	-15.7	0.5	-2.7
3	CC1(C)CC(=O)C(C(=S)Nc2ccccc2)=C(NC2CC(C)(C)NC(C)(C)C2)C1	-4.0	-1.4	3.1	9.3	1.3	-2.3	5.0	-2.0	1.4	-2.8
4	Cc1cc(-c2cc(C(=O)NCc3ccccc3)on2)nc(NC2CCCC2)n1	2.0	2.6	-3.0	-9.3	-39.0	-18.5	-3.7	-6.9	-21.0	-1.6
5	COC(=O)c1cc(C(=O)Nc2cc(C)on2)cc([N+](=O)[O-])c1	-4.4	5.2	6.6	4.2	-5.7	2.6	1.7	-1.7	1.3	-4.4
6	C[C@@H]1ON(C)[C@H]2C[C@H]3c4[nH]c5c(-c6ccc7c(c6)OCO7)cccc5c4CCN3C[C@@H]12	-1.1	·	-6.7	5.9	-8.5	-13.3	1.9	·	-10.6	-2.4
7	O=C(NCc1ccc(N2CCCC2=O)cc1)c1cccc(Cl)c1	3.4	-14.8	-2.5	10.3	-1.3	-4.2	1.5	11.2	0.6	-3.8
8	N#Cc1nc(-c2ccc(F)cc2)oc1N1CCN(C(=O)c2ccco2)CC1	1.5	0.2	-1.9	2.4	-6.6	-33.8	-4.8	-2.6	-1.7	-3.9
9	COc1ccc(/C=C/C(=O)NC2CCS(=O)(=O)C2)cc1 (stereo not drawn)	0.0	-15.2	-2.5	-10.2	-1.0	-5.5	-3.1	-6.0	0.5	-1.8
10	O=C(NCc1ccccc1)c1ccc(N2C(=O)C3CCCCC3C2=O)cc1 (stereo not drawn)	5.8	-6.3	-1.8	2.8	1.2	0.9	-1.2	-2.8	1.1	0.2
11	O=C(NC1CC2CCCC(C1)N2CC(=O)N1CCCc2ccccc21)C1CCCCC1 (stereo not drawn)	-3.2	-3.5	8.1	6.7	-1.3	5.3	-0.3	9.6	-2.0	-3.8
12	O=C(O)C1SCCN1S(=O)(=O)c1ccc2ccccc2c1 (stereo not drawn)	-4.2	3.4	-2.6	-2.1	5.1	4.9	4.1	12.6	-1.4	3.5
13	OCCNc1ncnc2c1sc1nc(N3CCOCC3)c3c(c12)CCC3	4.0	0.3	-0.1	27.2*	-52.8	-37.1	-8.9	-14.7	-31.1	-15.7
14	O=C1N/C(=C/c2ccc(N3CCCC3)cc2)C(=O)N1c1ccccc1	-0.8	6.1	-4.1	-1.8	-19.6	0.6	5.8	-2.4	-19.0	1.3
15	Cc1cc(C)nc(Sc2ccc(/C=C(\C#N)C(N)=O)o2)n1	1.6	-8.9	7.3	2.1	-1.9	-3.9	4.6	7.5	0.3	-2.9

The last 3 entries of the part before lead into the next:
item	compound	Tn6 DDE FP	ASAP1 GAP inh	Tn7 DDE FP	TDP2 absorb	PLCb3 inh	ADAM10 inh	SIAE inh	ARFGAP1 inhibitor	PLCg1 inh	ADAM17 inh
13	OCCNc1ncnc2c1sc1nc(N3CCOCC3)c3c(c12)CCC3	4.0	0.3	-0.1	27.2*	-52.8	-37.1	-8.9	-14.7	-31.1	-15.7
14	O=C1N/C(=C/c2ccc(N3CCCC3)cc2)C(=O)N1c1ccccc1	-0.8	6.1	-4.1	-1.8	-19.6	0.6	5.8	-2.4	-19.0	1.3
15	Cc1cc(C)nc(Sc2ccc(/C=C(\C#N)C(N)=O)o2)n1	1.6	-8.9	7.3	2.1	-1.9	-3.9	4.6	7.5	0.3	-2.9
16	Cc1cc(C)nc(SCC(=O)Nc2ncc(Cc3ccc(Cl)c(Cl)c3)s2)n1	-5.7	2.0	-2.0	-4.9	2.9	2.4	-4.6	8.9	7.1	4.5
17	O=C(NCCn1cccc1)c1cccc2ccccc12	3.6	-7.0	3.4	7.4	2.7	2.5	4.0	11.0	-0.5	-3.4
18	Cc1ccc(P(=O)(OCCN2CCOCC2)C(C)(C)C)o1 (stereo not drawn)	-2.7	1.6	-3.2	-9.7	-14.0	6.0	-3.0	-12.0	5.8	6.5
19	COC(=O)N/N=C/c1ccc(-c2ccc(Cl)c(Cl)c2)o1	-3.8	10.2	-5.5	-11.2	-5.1	-21.4	6.2	6.1	-2.3	-0.6
20	COC(=O)CN(n1cnnc1)S(=O)(=O)c1ccc(C)cc1	0.1	4.0	-5.6	-8.4	-1.0	-4.3	-0.2	2.4	1.8	0.0
21	CC(C)(C)OC(=O)C[C@@H]1C/C=C\C[C@@H](CC(=O)N(CCO)Cc2ccccc2)C(=O)N2CCC[C@H]2COC1=O	-5.3	-20.1	0.1	-0.5	1.3	-2.2	1.2	-2.2	3.5	-3.0
22	O=C(COC(=O)/C=C/c1ccc(C(F)(F)F)cc1)NC1CC1	-4.3	-1.0	-1.0	4.9	1.3	-3.7	4.0	-13.1	4.6	-1.6
23	O=C(O)c1ccccc1SSc1ccccc1C(=O)O	-3.4	-4.0	-6.0	-9.7	-5.1	-1.7	1.9	0.4	2.3	3.6
24	O=C1c2cccnc2C(=O)N1Cc1ccc(S(=O)(=O)NCc2ccco2)s1	-3.4	-5.8	-6.9	20.4	-9.5	2.1	-0.5	2.4	-0.8	-0.1
25	CC(=O)n1cc(/C=N/NC(N)=S)c2ccccc21	0.4	6.9	-0.3	-9.3	1.9	3.3	1.6	-7.7	2.5	2.6
26	CC/C=C/C(=O)N1CC2(CC(c3cccc(NC(=O)c4ccccc4)c3)=NO2)C[C@@H]1C(N)=O (stereo partly drawn)	4.2	3.9	5.4	2.0	-0.4	-0.3	-5.5	-0.8	0.8	-4.6
27	COc1ccccc1CCN1CCCC(CN(C)CC(C)(C)CO)C1 (stereo not drawn)	-2.0	-4.8	3.3	-6.3	-7.8	-9.2	6.2	5.8	3.0	-5.2
28	Cn1cnc2c(cnn2-c2ccccc2)c1=O	-4.5	-0.6	4.2	-8.9	0.9	1.6	0.0	9.4	-1.1	-2.2
29	O=C(N[C@@H](Cc1cccnc1)C(=O)N1CCC[C@H]1C(=O)NC1CCCC1)c1cccs1	2.5	9.0	2.1	-4.1	-1.7	-13.8	1.5	1.3	1.4	-4.0
30	CN(Cc1nc2ccccc2c(=O)[nH]1)c1ccccc1	3.3	-16.1	2.7	6.9	-9.6	2.1	3.5	6.4	-9.5	-5.2
31	CCn1nnc2cc(C(=O)NCC(c3ccccc3OC)N(C)C)ccc21 (stereo not drawn)	4.0	2.6	0.4	7.4	-13.4	-5.3	-5.8	2.4	-3.8	-1.5
32	O=C(COC(=O)c1cc(S(=O)(=O)N2CCCCC2)ccc1N1CCOCC1)NC1CCCCC1	-2.5	-4.8	1.2	-8.7	0.0	8.8	-4.0	14.9	5.1	-7.5
33	CON(C)C(=O)/C=C/c1ccc([B-](F)(F)F)cc1	0.2	-1.6	5.8	3.2	-0.8	-6.0	0.5	7.4	-1.1	-4.7
34	CC(=O)N1CCc2cc(S(=O)(=O)CCC(=O)Nc3ccc4c(c3)OCCO4)ccc21	-4.2	-0.6	-6.9	-3.3	-0.4	1.2	-2.0	7.0	2.0	-1.5
35	Cn1c(CCc2ccccc2)nnc1SCC(=O)N1CCOCC1	2.4	-0.1	-4.6	-4.7	2.1	-5.8	-4.4	-3.0	-0.9	-1.9
36	O=C(c1ccoc1)N1CCN(c2cc(-c3ccco3)nc3cc(-c4ccco4)nn23)CC1	1.3	·	4.7	-4.8	i	i	-9.2	·	i	-364.7
37	O=C(O)c1cc(S(=O)(=O)N(Cc2ccccc2)c2cccc(C(F)(F)F)c2)ccc1Cl	-1.1	-5.2	-2.2	-6.5	-7.8	-10.9	-3.4	-4.7	-2.4	-5.0
38	COC(=O)c1[nH]c2c(c1C)C(=O)CC(c1cccc(OC)c1)C2 (stereo not drawn)	5.5	-7.8	3.3	7.5	-6.7	0.6	3.3	-6.6	-4.6	-2.7
39	C=CC[C@H](CC(=O)NCCO)C(=O)NCCOC(=O)[C@@H](CC=C)Cc1ccc(F)cc1	-0.7	2.1	0.8	0.6	-1.3	-2.4	3.4	-4.0	-0.3	-1.9
40	COc1cc(OC)cc(C(=O)NC2CCN(Cc3nnnn3Cc3cccs3)CC2)c1	5.1	-2.8	-3.4	-8.2	5.1	-4.2	-3.5	-1.8	11.5*	1.8
41	c1ccc(Cn2nnnc2C(c2ccccn2)N2CCOCC2)cc1 (stereo not drawn)	-1.6	1.2	-3.9	3.4	1.6	0.1	9.7	14.4	-0.1	-4.2
42	COc1ccc(/C=C/c2c(-c3cccc(C)c3)oc3ccc(N4CCOCC4)cc23)cc1	-9.0	12.4	-4.8	1.2	i	-233.6	8.2	7.0	i	-65.3
43	CCCNC(=O)C1(C)CCN(Cc2ccc(OCc3ccccc3)cc2)C1 (stereo not drawn)	3.4	-1.7	4.9	-2.2	-3.0	-12.2	-0.2	0.7	1.7	-6.3

Hits appear at their usual frequency, and some 3.6% of all compounds hit somewhere here.
